Pol kappa inh: blocks human DNA polymerase kappa activity. AID 588579. Potency, µM (top dose mostly 107 µM), for the others: at the top dose activity, negative = inhibition, usual class: inhibitors. hit rate 0.53% among 400,000. purified Pol kappa, fluorescent DNA synthesis assay, 10 min. Q9UBT6; note: potency is the fitted concentration of half-maximal effect; % is set by controls: 0 for no effect and ±100 for the full control effect
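10 nM Pol kappa preincubated 15 min at room temperature with compounds, then reaction started with substrate at 50 nM final. Fluorescence read kinetically at 0 and 10 min; buffer-only wells served as negative control.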
BLM helicase inh: blocks DNA unwinding by human BLM helicase | Potency, µM (titrated, usually from 56.1 µM), for the others: top-dose activity change, negative = inhibition, usual class: inhibitors | hit rate 0.2% among 350,000 | recombinant BLM DNA unwinding, fluorescence dequenching | AID 2528;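 note: potency is the fitted concentration of half-maximal effect; plate controls were vehicle for no effect and no enzyme for full effect; nearly all actives have a fitted effect of over 35% in size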
Apoferritin bind: binds horse apoferritin like a general anesthetic | P02791 | apoferritin/1-aminoanthracene competitive binding, fluorescence | Potency, µM (top dose mostly 77.5 µM), inactives show at the highest dose activity change, negative = displacement, hits mostly inhibitors | hit rate 0.074% among 350,000 | AID 485281; note: potency is the fitted concentration of half-maximal effect; % is set by controls: 0 for no effect and ±100 for the full control effect; nearly all actives have a fitted effect of over 20% in size
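Read-out: endpoint 1-AMA fluorescence, excitation 380 nm and emission 535 nm, after compounds sit 10 min at room temperature with 10 uM horse-spleen apoferritin in 50% saturated 1-AMA/PBS. Values come from four-parameter Hill fits.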
LDHA inh: LDHA (human) enzyme inhibition. hit rate 0.15% among 480,000. purified LDHA, NADH/diaphorase-resazurin fluorescence; active compounds read low. AID 1347041. P00338. activity change, % (values are at about 110 or 230 µM); in the data active = activity change below about -30%; inconclusive = mostly about -25% to -30%;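 note: plate controls were DMSO wells for no effect and wells without enzyme for full effect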
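Enzyme activity of human lactate dehydrogenase 5 (2 nM; 0.06 mM NADH, 0.2 mM pyruvate, 5 min, RT) is measured via a resazurin/diaphorase fluorescence readout of residual NADH.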
Pol eta inh: DNA polymerase eta (human) inhibition; Q9Y253; AID 588591; recombinant Pol eta, fluorescent DNA replication assay; hit rate 1.2% among 390,000; Potency, µM (titrated, usually from 114 µM), without a hit: top-dose activity change, negative = inhibition, most hits filed as inhibitors; note: potency is the fitted concentration of half-maximal effect; % is set by controls: 0 for no effect and ±100 for the full control effect
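Pol eta at 10 nM preincubated with compounds 15 min at room temperature; reaction started with fluorescent substrate (50 nM final) and read kinetically at 0 and 10 min.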
GRP78 ERSR act: ER stress response induction in glioma; U87-MG GRP78 promoter luciferase reporter, 16 h; Potency, µM, inactives show top-dose activation, usual class: activators; hit rate 0.02% among 420,000; AID 602332; note: potency is the fitted concentration of half-maximal effect; series mostly up to about 76 µM; % of control where 0% means no effect; nearly all actives have a fitted effect of over 35% in size
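Stably transfected U87-MG glioma cells carrying a GRP78-based luciferase sensor; 16 h compound incubation. Luminescence end-point read 10 min after Bright-Glo addition at room temperature.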
Pol beta inh: DNA polymerase beta (human) inhibition. hit rate 1.3% among 340,000. AID 485314. P06746. Pol beta primer extension/strand displacement, fluorescence kinetic. Potency, µM (titrated, usually from 114 µM), inactives show at the highest dose activity change, negative = inhibition, usual class: inhibitors; note: potency is the fitted concentration of half-maximal effect; % is set by controls: 0 for no effect and ±100 for the full control effect
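Curves were derived by four-parameter Hill fits of normalized qHTS data. The kinetic fluorescent primer-extension read was taken at 0 and 10 min after 50 nM substrate, following a 15 min room-temperature preincubation of 10 nM enzyme with compounds.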
POLI inh: inhibitors of human DNA polymerase iota; Q9UNA4; AID 588590; Pol iota fluorescent replication assay, 10 min; Potency, µM (titrated, usually from 115 µM), for inactives: at the highest dose activity, negative = inhibition, actives largely listed as inhibitors; hit rate 1% among 390,000; note: potency is the fitted concentration of half-maximal effect
Target sequence (Q9UNA4 whole entry, looked up): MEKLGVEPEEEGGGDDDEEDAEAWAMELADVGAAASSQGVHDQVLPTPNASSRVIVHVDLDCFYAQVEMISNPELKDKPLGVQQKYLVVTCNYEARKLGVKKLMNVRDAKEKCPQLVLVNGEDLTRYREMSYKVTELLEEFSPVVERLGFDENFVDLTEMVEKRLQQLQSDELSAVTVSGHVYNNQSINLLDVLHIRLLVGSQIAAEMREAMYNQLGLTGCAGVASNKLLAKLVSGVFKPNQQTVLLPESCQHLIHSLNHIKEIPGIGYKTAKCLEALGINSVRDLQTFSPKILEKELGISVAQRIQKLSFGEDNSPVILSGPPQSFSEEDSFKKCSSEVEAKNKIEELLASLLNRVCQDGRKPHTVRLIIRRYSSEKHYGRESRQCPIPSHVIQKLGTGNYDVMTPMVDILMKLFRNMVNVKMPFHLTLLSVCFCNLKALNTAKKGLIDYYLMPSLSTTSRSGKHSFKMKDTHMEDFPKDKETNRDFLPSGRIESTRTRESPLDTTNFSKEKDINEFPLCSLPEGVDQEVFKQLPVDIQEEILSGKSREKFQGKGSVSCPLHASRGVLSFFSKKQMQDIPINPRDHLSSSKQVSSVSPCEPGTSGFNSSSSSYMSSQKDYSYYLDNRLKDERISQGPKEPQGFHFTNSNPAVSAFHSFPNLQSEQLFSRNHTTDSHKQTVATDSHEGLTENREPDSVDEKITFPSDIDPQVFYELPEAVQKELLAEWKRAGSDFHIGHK
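Fluorescent replication assay read twice, at 0 min and 10 min after adding 50 nM (final) substrate. Enzyme (10 nM) and compounds were first incubated 15 min at room temperature; enzyme-free buffer wells were negative controls.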
APE1 inh: APE1 (human) endonuclease inhibition. P27695. recombinant APE1, TAMRA/BHQ-2 abasic DNA cleavage fluorescence. Potency, µM (series often up to 65.8 µM), for the others: at the highest dose activity change, negative = inhibition, hits mostly inhibitors. hit rate 0.35% among 350,000;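 note: potency is the fitted concentration of half-maximal effect; plate controls were vehicle for no effect and reference inhibitor for full effect; nearly all actives have a fitted effect of over 55% in size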
Target sequence (P27695 whole entry, looked up): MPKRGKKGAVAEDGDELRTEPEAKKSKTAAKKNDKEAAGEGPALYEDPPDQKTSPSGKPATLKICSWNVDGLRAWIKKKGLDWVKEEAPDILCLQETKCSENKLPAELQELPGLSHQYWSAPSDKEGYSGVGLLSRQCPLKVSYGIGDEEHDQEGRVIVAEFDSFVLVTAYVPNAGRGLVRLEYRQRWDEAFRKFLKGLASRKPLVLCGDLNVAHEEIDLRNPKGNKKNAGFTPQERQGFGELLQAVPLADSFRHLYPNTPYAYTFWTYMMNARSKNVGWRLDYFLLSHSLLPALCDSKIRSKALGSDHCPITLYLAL
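APE1 at 0.75 nM preincubated 15 min at room temperature with compound. Reaction then started with 50 nM double-stranded THF-abasic substrate labelled with TAMRA/BHQ-2, and 525/598 nm fluorescence read kinetically. Activity taken as third-minus-first read difference, normalized to DMSO and NSC13755 controls.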
Numbers without * were called inactive; u = inconclusive; x = not tested or not shown; & = joins results of further samples; ! = a repeat was not active; [ ] = remark or other dose. Unless noted, calls come from the whole dose curve; as a rule, active = well fitted curve in the direction sought with a large enough effect; inconclusive = small, poorly fitted or top-dose-only effect, or another doubt; inactive = no such curve, though single readings can be large; an effect the other way counts as inactive or inconclusive. A portion of the library (hit frequency here may not be typical).

SMILES	Pol kappa inh	BLM helicase inh	Apoferritin bind	LDHA inh	Pol eta inh	GRP78 ERSR act	Pol beta inh	POLI inh	APE1 inh
O=C(Cc1ccc(NC(=O)C2CCCN(C(=O)C3CC3)C2)cc1)Nc1cccc(C(=O)N2CCCCC2)c1 (stereo unspecified)	10%	x	x	2	-5%	-3%	x	0%	x
N#Cc1ccccc1OCC(=O)NNC(=O)CNC(=O)c1cccc(Br)c1	-3%	x	x	-2	-16%	-6%	x	-30%	28%
COc1ccc(NC(=O)CCc2nc3ccccc3s2)c(OC)c1	-14%	-3%	-4%	-1	-8%	3%	12%	u	-5%
CC1C(=O)N2CCCc3cc(S(=O)(=O)Nc4ccc(Br)cc4F)cc1c32 (stereo unspecified)	-4%[60.1 µM]	-3%	-8%	4	-6%	-4%	18%	-3%	x
CC1CCN(c2nnc(-c3cccs3)c3ccccc23)CC1	-7%	-1%	-16%	-2	-7%	5%	-22%	-23%	-2%
CCOc1cccc(C2/C(=C(/O)c3ccc4c(c3)CC(C)O4)C(=O)C(=O)N2Cc2cccnc2)c1 (stereo unspecified)	-6%	-3%	-7%	-1	-9%	-1%	0%	-8%	-10%
Cc1ccc(C)c(NC(=O)C2CCCN(c3ncnc4onc(C)c34)C2)c1 (stereo unspecified)	-5%	4%	-9%	-7	-7%	-3%	-14%	14%	x
CCOc1ccccc1NC(=O)C1C2C=CC(C2)C1C(=O)O (stereo unspecified)	-7%	0%	-9%	0	-6%	-4%	-11%	27%	1%
COc1ccc(CCNS(=O)(=O)c2ccc3c(c2)OCCO3)cc1	-20%	-2%	-15%	-5	-11%	-1%	-3%	8%	2%
N#C/C(=C\c1cn(CCOc2ccccc2)c2ccccc12)C(=O)NCC1CCCO1 (stereo unspecified)	-8%	-6%	-9%	-6	-9%	4%	-1%	4%	6%
CCOC(=O)c1ccc(NC(=O)Nc2ccc(Cl)cn2)cc1	-3%	-1%	-2%	-4	-3%	1%	25%	0%	5%
CCOc1ccc(NC(=O)Cn2c(CCC(=O)O)ccc2-c2ccc(C)cc2)cc1	-1%	0%	-14%	-7	-6%	2%	-9%	3%	x
CC1(C)CC(NCc2ccncc2)CC(C)(C)N1	-4%	-1%	-3%	-4	0%	-4%	-5%	43%[activator]	1%
CC1CCC(=O)N(CCC#N)CC1 (stereo unspecified)	0%&5%	0%	-7%	-4	8%	-5%&0%	-3%	-21%&13%	11%
Cc1cccc(C)c1OCCOC(=O)c1n[nH]c2ccccc12	-15%	-12%	-22%	-9	-25%	1%	-6%	u	u
CCOc1ccc(NS(=O)(=O)c2cc(C(=O)NCCCN3CCOCC3)ccc2C)cc1	10%	x	x	1	-6%	-3%	x	-17%	3%
CCN(CCCNC(=O)CN(C)S(=O)(=O)c1cccc2nsnc12)c1cccc(C)c1	-10%	-4%	u	5	-6%	-4%	41%	5%	8%
CCN(C(=O)c1cn(CC)c(=O)c2cc(OC)c(OC)cc12)c1ccccc1C	-6%	0%	2%	-7	6%	-2%	2%	2%	1%
O=[N+]([O-])c1cc(S(=O)(=O)N2CCCC2)ccc1NN=C1CCCC1	-5%	0%	-4%	2	-19%	-6%	-24%	14%	0%
O=C(Nc1nccs1)c1cccc(NC(=O)C2CC2)c1	-7%	-5%	-2%	1	-9%	-3%	-29%	4%	-2%
COc1ccc2c(c1)CCc1sc(NC(=O)c3ccc(Br)cc3)nc1-2	-1%[60.1 µM]	-10%	65%[activator]	14	-15%	-2%	-18%	27%	x
O=C(NC(=S)N1CCc2ccccc21)C1CCC1	0%	-5%	-6%	-5	-20%	1%	1%	84%[activator]	u
Cc1ccccc1NC(=O)[C@H](CSCc1ccccc1)N1Cc2ccccc2C1=O	-5%	-10%	76%[activator]	-4	-25%	-1%	-1%	17%	x
Cc1cc(NS(=O)(=O)c2ccc(NC(=O)C(C(C)C)N3C(=O)c4ccccc4C3=O)cc2)nc(C)n1 (stereo unspecified)	-6%	1%	-8%	-1	-11%	-4%	4%	15%	16%
Cc1ccc2cc(CCNC(=O)CCCc3ccccc3)c(=O)[nH]c2c1	-1%	0%	-5%	-8	-5%	-5%	9%	-26%	29%
N#C/C(=C\c1ccc(O)c(O)c1)C(=O)NCc1ccccc1	u	-16%	x	-2&8	11µM*!	25µM*!	-1%[57.1 µM]	-2%	u
COc1ccc(-c2nc3cnc(N4CCNCC4)nc3n(Cc3ccc(F)cc3)c2=O)cc1	0%[60.1 µM]	0%	x	x	x	-4%	x	x	-1%
CN(C(=O)c1ccccc1)C1c2c(ccc3ccccc23)OCC1CO (stereo unspecified)	-4%	-6%	5%	-2	-27%	-13%	-8%	5%	-23%
O=C(CCn1c(=O)c2cccn2c2ccc(F)cc21)NCc1cccc(F)c1	-11%	0%	-2%	-7	-1%	-1%	0%	8%	2%
CCOc1ccccc1CNC(=O)C1CCN(C2=NS(=O)(=O)C(c3ccc(C)c(C)c3)=C2C)CC1	-21%	0%	u	-2	x	x	5%	2%	x

Part of the list above in order of number of heavy atoms, high to low.
SMILES	Pol kappa inh	BLM helicase inh	Apoferritin bind	LDHA inh	Pol eta inh	GRP78 ERSR act	Pol beta inh	POLI inh	APE1 inh
COc1ccc(-c2nc3cnc(N4CCNCC4)nc3n(Cc3ccc(F)cc3)c2=O)cc1	0%[60.1 µM]	0%	x	x	x	-4%	x	x	-1%
N#C/C(=C\c1ccc(O)c(O)c1)C(=O)NCc1ccccc1	u	-16%	x	-2&8	11µM*!	25µM*!	-1%[57.1 µM]	-2%	u
O=C(NC(=S)N1CCc2ccccc21)C1CCC1	0%	-5%	-6%	-5	-20%	1%	1%	84%[activator]	u

Next part.
SMILES	Pol kappa inh	BLM helicase inh	Apoferritin bind	LDHA inh	Pol eta inh	GRP78 ERSR act	Pol beta inh	POLI inh	APE1 inh
CC(=O)NC(CC(=O)NNC(=O)c1cc2ccccc2cc1O)c1ccccc1 (stereo unspecified)	-7%	-4%	-4%	10	1%	-4%	2%	27%	5%
COc1ccc(NC(=O)CCS(=O)(=O)c2ccc3c(c2)NC(=O)C(C)S3)cc1OC (stereo unspecified)	-3%	-1%	-9%	-5	2%	2%	9%	14%	21%
C/C(N)=C(/C#N)C(=O)CSc1nnc(-c2ccc(OC(F)F)cc2)o1	0%&-14%	-8%	8%	4&2	-12%&-14%	3%&4%	-8%	u	-3%
COc1ccc(C(=O)N[C@H](C(=O)NCCCSc2ccccc2)C(C)C)cc1	-8%	x	x	-8	3%	-5%	x	67%[activator]	3%
COc1ccc(NC2CC(=O)N(c3cc([N+](=O)[O-])ccc3C)C2=O)cc1 (stereo unspecified)	-5%	-1%	-9%	-3	1%	-1%	44%	114%[activator]	18%
CCC(C)[C@H]1CN=C(N)N1CCCc1cc(OC)c(OC)c(OC)c1 (stereo partly specified)	4%	4%	-5%	-6	-5%	-5%	0%	-14%	1%
O=C(COc1ccc2ccccc2c1)Nc1ccc(Br)cc1C(=O)O	-6%	-8%	0%	-8	u	0%	50%	75%[activator]	-4%
CCN(C[C@H]1N[C@@](Cc2ccccc2)(C(=O)OC)[C@H]2C(=O)N(C)C(=O)[C@@H]12)S(=O)(=O)c1ccc(OC(F)(F)F)cc1	2%	x	x	2	-17%	-5%	x	-3%	-3%
COc1ccc(NC(=O)CN(C)S(=O)(=O)c2cnc[nH]2)cc1OC	-8%	3%	1%	-6	-3%	-8%	1%	9%	u
Cc1noc(C)c1S(=O)(=O)N1CCC(C(=O)c2ccccc2)CC1	-15%	-3%	5%	-1	-10%	-3%	-12%	3%[58.9 µM]	14%
COc1nc(N2CCOCC2)nc(C)c1[N+](=O)[O-]	-6%	2%	-5%	-5	-16%	-2%	55%	-5%	30%
O=C(c1ccco1)N1CCN(c2nc(C3CC3)nc3c2nnn3Cc2ccccc2Cl)CC1	-10%	-16%	2%	-10	-19%	-2%	3%	-1%	0%
O=C(COC(=O)Cc1ccc(F)cc1)NC(=O)c1ccccc1	-7%	x	x	-3	-25%	0%	x	21%	15%
Nc1nonc1-n1nnc(C(=O)N/N=C/c2cccc(Cl)c2)c1CSc1ccc(Cl)cc1	-14%	-11%	-8%	-14	-5%	3%	9%	-16%	5%
COCCCN(C(=O)c1cc(Cl)nc2ccccc12)c1c(N)n(Cc2ccccc2)c(=O)[nH]c1=O	-4%	x	x	-14&-4	3%	-4%	x	17%	9%
Cc1cccc(CSc2nc3ccncc3n2CC(=O)Nc2ccc(C)c(C)c2)c1	x	-3%	-19%	x	x	x	-12%	x	10%
CCNc1ccc(C(=O)OCC)cc1NC(=O)c1cc(S(=O)(=O)N2CCOCC2)ccc1C	-12%	-1%	-16%	1	-2%	-1%	36%	2%	11%
COc1ccc(C(=O)N=c2sc3ccccc3n2C)cc1OC	-2%	2%	-6%	-12	-26%	9%	1%	46%[activator]	0%
Nc1nc(N)nc(-c2cccc(Cl)c2Cl)n1	-20%	x	x	-4	2%	1%	x	16%	-4%
Cc1ccc2[nH]c(CSc3nnc(C)s3)cc(=O)c2c1	-2%[60.1 µM]	3%	-10%	-2	3%	2%	5%	9%	x
OCCN1CCN(Cc2ccc3ccccc3c2)CC1	11%	-7%	0%	u	-13%	0%	85%	34%[activator]	7%
COc1ccc(NC(C)=O)cc1NC(C)C(=O)Nc1cc(C(F)(F)F)ccc1N1CCOCC1 (stereo unspecified)	-15%	-3%	7%	7	-12%	-4%	7%	67%[activator]	-2%
Cc1cc(C)c(C#N)c(SCCS(=O)(=O)c2ccc(Cl)cc2)n1	-7%	-2%	7%	-8	-8%	-5%	8%	51%[activator]	3%
Cc1ccc(C(=O)Nc2cc3nn(-c4ccccc4)nc3cc2Cl)c(C)c1	-5%	2%	-5%	0	7%	-2%	19%	-6%	x
N#Cc1ccc(-c2cccs2)nc1SCc1c(F)cccc1Cl	-6%	-4%	-14%	-1	-27%	-5%	32%[activator]	-19%	x
CC(=O)OC1CC2(C)C(=O)CCC2C2CCc3cc(O)ccc3C12 (stereo unspecified)	-8%	-3%	-15%	-6	4%	-2%	4%	4%	1%
